# LMP1 NFkB inh – EBV LMP1-driven NF-kappaB luciferase reporter inhibitors, primary screen, cell-based, luminescence, single point. inhibition, % at 12.5 µM. LMP1-induced NF-kappaB luciferase reporter cells. AID 504558, 2011. 350,000 compounds, 0.69% hits; in the data active = inhibition above about 41%;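 note: 0% = neutral control wells and 100% = reference inhibitor control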
# LRH-1 inv ag – LRH-1 (NR5A2) inverse agonists, primary screen, cell-based, luminescence, HEK293T, StAR-luciferase reporter; inhibition, % at 3.6 µM; LRH-1 transfected, 24 h; 360,000 compounds, 0.13% hits;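 active = inhibition above the mean inhibition of all tested compounds plus 3 SD, cut at about 73% in these data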;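 note: 0% = DMSO wells and 100% = reporter-only cells lacking LRH-1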
# NCOA1 inh – SRC1 coactivator transcriptional activity inhibitors, primary screen, cell-based, luminescence. Nuclear receptor coactivator 1 (Homo sapiens), Q15788. 360,000 compounds, 0.12% hits. HEK293 GAL4-SRC1 luciferase reporter. AID 588354, 2011. inhibition, % at 3.6 µM;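 active = inhibition above the campaign mean plus 3 SD, with each screening campaign given its own cutoff, cut at about 60% in these data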;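 note: 0% = DMSO treated cells and 100% = gossypol at 36 µM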
# NR2F2 inh – NR2F2 transcriptional activity inhibitors, primary screen, cell-based, luciferase reporter, HEK293T, luminescence | COUP transcription factor 2 (Homo sapiens), P24468 | HEK293T NGFI-A luciferase reporter | inhibition, % at 8.6 µM | 370,000 compounds, 0.7% hits | AID 686940, 2013;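 active = inhibition above a per-plate cutoff, mean inhibition of test wells between control levels plus 3 SD, cut at about 38% in these data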;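 note: cells cotransfected with COUP-TFII expression vector driving the NGFI-A reporter; 0% = median of COUP-TF2 test wells and 100% = reporter-only cells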
# Vif inh – HIV Vif self-association inhibitors, primary screen, imaging, HEK293T, single point; HEK293T cells, Vif self-association by quenched fluorescence, 24 h; inhibition, % at 7.49 µM; 340,000 compounds, 0.35% hits; in the data active = inhibition above about 50%, passing the limit was not always enough; note: some results filed as inactive read as strong as hits
# SRC3 inh – SRC3 coactivator transcriptional activity inhibitors, primary screen, cell-based, luminescence. Nuclear receptor coactivator 3 (Homo sapiens), Q9Y6Q9. HEK293 GAL4-SRC3 luciferase reporter. inhibition, % at 3.6 µM. 360,000 compounds, 0.17% hits;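 active = inhibition above a per-campaign cutoff, the mean of all compounds plus 3 SD, cut at about 60% in these data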;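 note: 0% = DMSO-treated cells and 100% = gossypol-treated cells at 36 µM; higher means less SRC3-driven luciferase light from the GAL4 reporter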
# Target sequence (Q9Y6Q9 whole entry, looked up, the tested form may be a part): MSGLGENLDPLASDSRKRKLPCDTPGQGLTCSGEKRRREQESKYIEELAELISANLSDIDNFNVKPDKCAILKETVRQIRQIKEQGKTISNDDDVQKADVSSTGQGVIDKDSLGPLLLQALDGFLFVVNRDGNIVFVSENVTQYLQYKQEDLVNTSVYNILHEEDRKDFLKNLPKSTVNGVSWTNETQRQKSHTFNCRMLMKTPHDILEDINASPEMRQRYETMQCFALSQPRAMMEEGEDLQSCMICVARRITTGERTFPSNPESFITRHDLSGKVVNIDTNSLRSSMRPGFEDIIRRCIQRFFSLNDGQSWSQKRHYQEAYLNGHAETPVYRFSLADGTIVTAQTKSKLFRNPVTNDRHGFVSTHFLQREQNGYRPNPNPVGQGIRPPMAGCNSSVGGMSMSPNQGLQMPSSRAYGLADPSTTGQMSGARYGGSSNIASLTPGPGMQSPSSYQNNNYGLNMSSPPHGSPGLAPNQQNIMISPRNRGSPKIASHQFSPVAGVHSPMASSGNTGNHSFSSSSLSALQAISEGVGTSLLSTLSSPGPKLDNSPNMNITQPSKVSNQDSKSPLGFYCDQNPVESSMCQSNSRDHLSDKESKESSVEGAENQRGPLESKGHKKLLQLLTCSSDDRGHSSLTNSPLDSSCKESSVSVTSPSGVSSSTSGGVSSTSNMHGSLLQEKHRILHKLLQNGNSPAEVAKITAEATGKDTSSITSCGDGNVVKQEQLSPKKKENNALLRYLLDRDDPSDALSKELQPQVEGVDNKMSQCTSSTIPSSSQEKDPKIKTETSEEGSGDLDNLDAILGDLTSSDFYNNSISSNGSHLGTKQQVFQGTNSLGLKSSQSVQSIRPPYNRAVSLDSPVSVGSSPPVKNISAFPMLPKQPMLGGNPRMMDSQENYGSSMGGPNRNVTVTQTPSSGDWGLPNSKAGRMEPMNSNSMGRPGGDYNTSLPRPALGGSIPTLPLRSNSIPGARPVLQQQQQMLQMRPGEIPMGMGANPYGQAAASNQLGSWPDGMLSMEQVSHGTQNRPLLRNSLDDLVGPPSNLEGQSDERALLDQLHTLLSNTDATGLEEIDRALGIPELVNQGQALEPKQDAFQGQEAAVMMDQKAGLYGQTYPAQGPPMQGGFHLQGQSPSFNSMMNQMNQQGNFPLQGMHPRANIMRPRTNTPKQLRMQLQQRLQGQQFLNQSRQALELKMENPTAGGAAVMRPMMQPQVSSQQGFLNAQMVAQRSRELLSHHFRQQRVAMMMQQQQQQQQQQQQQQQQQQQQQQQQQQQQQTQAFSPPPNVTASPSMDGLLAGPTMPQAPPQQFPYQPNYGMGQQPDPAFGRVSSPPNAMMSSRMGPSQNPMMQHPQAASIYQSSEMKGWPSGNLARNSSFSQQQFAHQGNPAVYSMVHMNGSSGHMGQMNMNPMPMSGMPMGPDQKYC
# TLR9-MyD88 block – inhibitors of TLR9-MyD88 association in cells, primary screen, cell-based, CHO, BLA complementation, fluorescence; inhibition, % at 4.98 µM; CCF4 FRET ratio; AID 504734, 2011; Toll-like receptor 9 (Homo sapiens) + Myeloid differentiation primary response protein …; 340,000 compounds, 0.21% hits;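 active = inhibition above the mean over all tested compounds plus 3 SD, cut at about 21% in these data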;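 note: 0% = DMSO only wells and 100% = clavulanate BLA inhibitor control wells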
# TROY NFkB inh – inhibitors of TROY-driven NF-kB signaling, primary screen, Q293 LMP1-TROYcd cells, NF-kB luciferase, uHTS | Q293 LMP1-TROYcd NF-kB luciferase reporter, 4 h | 360,000 compounds, 0.98% hits | inhibition, % at 10 µM;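 active = compounds whose plate-normalised and pattern-corrected inhibition of the luciferase reporter signal at the single screening dose is 50% or more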
# C8 TRAIL sens – viability loss with TRAIL in NB7+C8 cells, primary screen, TRAIL sensitizer project, cell-based, ATPlite luminescence; inhibition (viability loss, TRAIL sensitization), % at 10 µM; 360,000 compounds, 1% hits; AID 624354, 2012;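 active = compounds causing at least 50% loss of cell viability in the single-dose screen, relative to plate controls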
# NCOA2 inhibitor – inhibition of GAL4-SRC2 driven luciferase reporter, primary screen, SRC2 inhibitor project, cell-based, luminescence; Nuclear receptor coactivator 2 (Homo sapiens), Q15596; HEK293 GAL4-SRC2 luciferase reporter; inhibition, % at 9 µM; 370,000 compounds, 0.17% hits;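 active = inhibition above the mean inhibition of all tested compounds plus 3 SD, set per campaign, cut at about 52% in these data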;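 note: 0% = DMSO treated cells and 100% = cells given Gossypol at 36 µM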
# NOD2 RIPK2 PPI – NOD2-RIPK2 binding disruptors in cells, primary screen, fluorescence, CHO cells, BLA complementation. Receptor-interacting serine/threonine-protein kinase 2 (Homo sapiens), O43353. CCF4 ratio. inhibition, % at 4.98 µM. 360,000 compounds, 0.38% hits; in the data active = inhibition above about 21%;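 note: 0% = vehicle only and 100% = reference blocker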
# * = called active by the depositor; . = not tested or not shown.
# Short keys: A = LMP1 NFkB inh; B = LRH-1 inv ag; C = NCOA1 inh; D = NR2F2 inh; E = Vif inh; F = SRC3 inh; G = TLR9-MyD88 block; H = TROY NFkB inh; I = C8 TRAIL sens; J = NCOA2 inhibitor; K = NOD2 RIPK2 PPI
1) O=C1OC/C(=C(/O)c2ccc(Cl)cc2)C1=O
  A: -3 | B: 10 | C: 5 | D: 11 | E: 5 | F: -7 | G: -2 | H: 9 | I: 12 | J: 26 | K: -2
2) O=c1[nH]c(CN2CCN(c3ccccc3O)CC2)nc2ccccc12
  A: -6 | B: 17 | C: 4 | D: 5 | E: -9 | F: 11 | G: 0 | H: 5 | I: 2 | J: -9 | K: 0
3) COc1cc2c(cc1OC)C(C(=O)Nc1ccccn1)C(c1cccnc1)N(C)C2=O (stereo not drawn)
  A: -22 | B: 3 | C: -6 | D: 13 | E: -6 | F: 4 | G: -16 | H: 2 | I: 4 | J: -12 | K: -7
4) CCOC(=O)c1ccc2nc(NC(NC(C)=O)(C(=O)OC)C(F)(F)F)sc2c1 (stereo not drawn)
  A: 0 | B: -3 | C: 3 | D: 0 | E: 6 | F: 10 | G: 3 | H: 5 | I: 20 | J: -21 | K: -12
5) CCc1nc2ccc(C(=O)NCCCn3ccnc3)cn2c1N(C)Cc1ccc(N(C)C)cc1
  A: . | B: 20 | C: 5 | D: 12 | E: 13 | F: -2 | G: . | H: -2 | I: -9 | J: -13 | K: -16
6) Cc1noc(C)c1C(=O)OCC(=O)c1ccc[nH]1
  A: -1 | B: 0 | C: 7 | D: -7 | E: 6 | F: 1 | G: -8 | H: -3 | I: -15 | J: -24 | K: 11
7) CCn1nc(C(=O)OCC(=O)N(CC(C)C)c2c(N)n(Cc3ccccc3)c(=O)[nH]c2=O)c2ccccc2c1=O
  A: -5 | B: -1 | C: 2 | D: -2 | E: 3 | F: 6 | G: -5 | H: -2 | I: 6 | J: -12 | K: 3
8) CCCC(=O)Nc1ccc2oc(=O)ccc2c1
  A: 2 | B: 16 | C: -7 | D: -23 | E: -7 | F: 1 | G: 1 | H: 11 | I: 9 | J: -8 | K: 10
9) COC(=O)CCC(=O)OC1(C)C(=O)C=C2C=C(C3CC3)N(Cc3ccccc3)C=C2C1=O (stereo not drawn)
  A: -4 | B: 2 | C: -5 | D: 0 | E: -1 | F: -2 | G: 1 | H: -2 | I: -4 | J: -4 | K: -4
10) Cc1ccn2c(Cc3ccccc3)c(-c3ccc(F)cc3)nc2c1
  A: -10 | B: -117 | C: -112 | D: -44 | E: 1 | F: -47 | G: -5 | H: -7 | I: -1 | J: -55 | K: -2
11) CCOc1ccc(-n2c(O)c(/C=N/c3ccnn3Cc3ccncc3)c3ccccc3c2=O)cc1
  A: -4 | B: 2 | C: -12 | D: 4 | E: -6 | F: 5 | G: -1 | H: 2 | I: -3 | J: -4 | K: 0
12) CC1(C)CC(=O)C(C=NCC2CCN(C(=O)Nc3ccc(Cl)c(Cl)c3)CC2)=C(O)C1
  A: 2 | B: 15 | C: 2 | D: 2 | E: 7 | F: 20 | G: 2 | H: 14 | I: -10 | J: 2 | K: -3
13) COC(=O)/C(=N\Nc1ccc(Cl)cc1)Sc1nnc(-c2ccc(OC)cc2)n1C
  A: 0 | B: 10 | C: 16 | D: -20 | E: -37 | F: 16 | G: 4 | H: -14 | I: -2 | J: -7 | K: -3
14) COCCNC(=O)C(c1ccc(F)cc1)N(Cc1cccs1)C(=O)CCC(=O)Nc1ccccn1 (stereo not drawn)
  A: -12 | B: 5 | C: 9 | D: 6 | E: -5 | F: -3 | G: -1 | H: -1 | I: -10 | J: -3 | K: -1
15) c1nc(N2CCOCC2)c2[nH]cnc2n1
  A: -3 | B: 6 | C: -2 | D: -1 | E: 30 | F: 1 | G: 1 | H: 13 | I: -14 | J: -9 | K: 1
16) C=CCn1c(CNS(=O)(=O)c2ccc(Cl)cc2)n[nH]c1=S
  A: -1 | B: 15 | C: 3 | D: -5 | E: 7 | F: 7 | G: -2 | H: 2 | I: 10 | J: 3 | K: 2
17) COc1ccccc1N/C(=N/S(=O)(=O)c1ccc(C)cc1)c1ccccc1
  A: -2 | B: 8 | C: 18 | D: 19 | E: -8 | F: -5 | G: 0 | H: 2 | I: 3 | J: 31 | K: -1
18) CCOC(=O)C1(CCOc2ccccc2)CCN(Cc2ccccc2O)CC1
  A: 9 | B: 1 | C: 11 | D: -9 | E: -3 | F: 4 | G: 6 | H: 0 | I: 2 | J: -13 | K: 2
19) Cc1ccc(OCC(=O)Nc2ccc3c(c2)nc(CCN2CCOCC2)n3C)cc1
  A: 8 | B: 1 | C: 7 | D: -6 | E: 8 | F: -7 | G: -12 | H: 6 | I: 10 | J: -2 | K: 9
20) CCc1nnc(NS(=O)(=O)c2ccc(N=CC3=C(O)CC(C)(C)CC3=O)cc2)s1
  A: -3 | B: -2 | C: 6 | D: -2 | E: -6 | F: -2 | G: -5 | H: -6 | I: 24 | J: 3 | K: -4
21) CCn1c(SCC(=O)c2ccc(Cl)cc2)nnc1-c1cccs1
  A: 1 | B: -1 | C: -18 | D: -5 | E: -2 | F: -19 | G: -8 | H: -20 | I: 6 | J: -35 | K: 5

# By substructure, the entries above containing a thiophene ring, fused or not.
# Short keys: A = LMP1 NFkB inh; B = LRH-1 inv ag; C = NCOA1 inh; D = NR2F2 inh; E = Vif inh; F = SRC3 inh; G = TLR9-MyD88 block; H = TROY NFkB inh; I = C8 TRAIL sens; J = NCOA2 inhibitor; K = NOD2 RIPK2 PPI
14) COCCNC(=O)C(c1ccc(F)cc1)N(Cc1cccs1)C(=O)CCC(=O)Nc1ccccn1 (stereo not drawn)
  A: -12 | B: 5 | C: 9 | D: 6 | E: -5 | F: -3 | G: -1 | H: -1 | I: -10 | J: -3 | K: -1
21) CCn1c(SCC(=O)c2ccc(Cl)cc2)nnc1-c1cccs1
  A: 1 | B: -1 | C: -18 | D: -5 | E: -2 | F: -19 | G: -8 | H: -20 | I: 6 | J: -35 | K: 5

# Some of these compounds in order of the LRH-1 inv ag value, falling:
no.	canonical_smiles	LMP1 NFkB inh	LRH-1 inv ag	NCOA1 inh	NR2F2 inh	Vif inh	SRC3 inh	TLR9-MyD88 block	NCOA2 inhibitor	NOD2 RIPK2 PPI
2	O=c1[nH]c(CN2CCN(c3ccccc3O)CC2)nc2ccccc12	-6	17	4	5	-9	11	0	-9	0
6	Cc1noc(C)c1C(=O)OCC(=O)c1ccc[nH]1	-1	0	7	-7	6	1	-8	-24	11
20	CCc1nnc(NS(=O)(=O)c2ccc(N=CC3=C(O)CC(C)(C)CC3=O)cc2)s1	-3	-2	6	-2	-6	-2	-5	3	-4

# Screening data: PubChem, several laboratories

# An excerpt, so the mix of outcomes need not match the whole.
